ALOX12 inh: blocks human arachidonate 12S-lipoxygenase; P18054; purified 12hLO, xylenol orange hydroperoxide absorbance; Potency, µM (highest dose often 108 µM), for inactives: at the top dose activity change, negative = inhibition, actives largely listed as inhibitors; 580,000 compounds, 1.1% hits; active = well fitted inhibition curve with a large enough effect; inconclusive = small, poorly fitted or top-dose-only effect, or another doubt; inactive = no such curve, though single readings can be large or run the other way
Target sequence (P18054 whole entry, looked up): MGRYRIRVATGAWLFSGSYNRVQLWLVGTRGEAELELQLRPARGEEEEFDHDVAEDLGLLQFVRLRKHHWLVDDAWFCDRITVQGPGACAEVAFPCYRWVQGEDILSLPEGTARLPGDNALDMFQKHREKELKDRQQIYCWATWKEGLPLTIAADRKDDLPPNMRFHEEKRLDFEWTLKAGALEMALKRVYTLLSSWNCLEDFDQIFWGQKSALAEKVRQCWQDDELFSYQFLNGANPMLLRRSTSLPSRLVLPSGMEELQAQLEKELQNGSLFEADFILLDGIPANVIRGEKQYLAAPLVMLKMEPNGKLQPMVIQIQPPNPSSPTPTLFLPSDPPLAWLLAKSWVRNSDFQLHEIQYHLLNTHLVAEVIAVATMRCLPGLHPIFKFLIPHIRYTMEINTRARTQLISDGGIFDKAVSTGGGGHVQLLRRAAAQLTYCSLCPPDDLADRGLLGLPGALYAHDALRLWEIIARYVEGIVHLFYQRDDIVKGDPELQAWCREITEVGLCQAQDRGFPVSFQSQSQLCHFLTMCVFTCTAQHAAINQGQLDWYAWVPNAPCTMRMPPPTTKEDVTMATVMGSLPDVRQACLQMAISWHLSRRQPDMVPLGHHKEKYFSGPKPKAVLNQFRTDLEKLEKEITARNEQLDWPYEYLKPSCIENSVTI
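Purified human 12hLO (150 nM final) in 25 mM Hepes, 0.01% Triton X-100, pH 7.0 was preincubated 15 min at room temperature with compound. Then 40 uM arachidonic acid was added, 30 min. Hydroperoxide was read by Fe-XO absorbance ratio 573/405 nm.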
Active calls of the source: *; ? = inconclusive; [ ] = dose if it differs, or a comment. % is scaled to controls: 0 for no effect and ±100 for the full control effect; potency is read from the fitted curve at half-maximal effect. Not all compounds are listed (hit frequency here may not be typical).

SMILES	ALOX12 inh
O=[N+]([O-])c1cccc(/C=N/NC(=S)Nc2ccccc2)c1	?
O=C(Cn1nc2n(c1=O)CCCC2)NCc1ccccc1Br	47%[activator]
CCN1C(=O)COc2ccc(NC(=O)c3cc(=O)c4cc(Cl)ccc4o3)cc21	?
COCCN1C(=O)[C@H]2CN(Cc3cccc(C(F)(F)F)c3)C[C@H]2C1=O	58%[activator]
COc1cccc(NC(=O)c2cc3ccc(O)cc3oc2=O)c1	5%
CC(=O)Nc1ccc(NC(=O)c2cc(=O)c3cc(Cl)ccc3o2)cc1	-8%
Cc1nnc2n1CC(Nc1ncc(C(F)(F)F)cc1Cl)CC2 (stereo not drawn)	39%[activator]
COc1ccc(-c2nc(C3CC3)nc3c2CN([S+](=O)([O-])c2cccs2)CC3)cc1	6%[6.33 µM]
C[S+](=O)([O-])CCn1ncc2cc(OCc3cccc(-c4ccoc4)c3)ccc21	1%[176 µM]
CC(c1cccs1)N(C)C(=O)c1ccccc1 (stereo not drawn)	39%[activator][176 µM]
COc1ccc(NC(=O)c2ccc3c(c2)NC(C)(COc2ccccc2)CO3)cc1OC (stereo not drawn)	?
O=C(c1ccco1)N1CCC[C@@]2(CCN(Cc3ccccc3)C2)C1	7%[57.4 µM]
C=CCC1(CO)CCCN(CC(=O)NC2CCCCC2)C1 (stereo not drawn)	?
CC(=O)NCCC(=O)N1CCC2(CC1)CN(C(=O)Cc1ccc(O)cc1)CCO2	11%[6.33 µM]
N#Cc1ccc(C(=O)NC2CCSc3c(F)cccc32)cc1 (stereo not drawn)	4%
CN1C[C@H]2CN(Cc3c[nH]c4ccccc34)CCN2C1=O	-41%[176 µM]
CN(C)c1cc(N2CCCC(NC(=O)CCc3ccccc3)C2)ncn1 (stereo not drawn)	45%[activator]
Cc1ccc(C2Cn3nnc(C(=O)NC4CCN(Cc5ccccc5)CC4)c3CO2)cc1 (stereo not drawn)	26%
CCc1cc(C(=O)NC(C)CCc2ccccc2)sc1C (stereo not drawn)	-24%
O=C(NCC1CC1)c1nc2c(o1)CCN(CCc1ccccc1)CC2	7%[176 µM]
COCCn1c(SCC(=O)c2cccc(Cl)c2)nc2cc(C(=O)NCC(C)C)ccc2c1=O	-19%
CC(C)N1C(=O)CO[C@H](c2ccc(NS(=O)(=O)Cc3ccccc3)cc2)[C@H]1CO	?
COc1cc(/C=C(/C#N)c2ccc(Cl)cc2)ccc1OC(C)C	-2%
OCCO[C@@H]1COCC[C@H]1NC1CCN(c2ccc3c(c2)CCC3)CC1	71%[activator]
CCn1nnc(NC(=O)c2cc3ccccc3cc2OC)n1	-19%
Cc1cc(C(=O)CSc2nc3ccccc3o2)c(C)n1C	?
O[C@@H]1CCN(Cc2nc(C3(O)CCN(C4COC4)CC3)cs2)C1	15%[176 µM]
CC(=O)N[C@H]1CCN(C(=O)C[C@@H]2[C@H](O)CC[C@@H]3[C@]4(C)CO[C@@H](CNC(=O)c5cc(C)on5)O[C@@H]4CC[C@]32C)C1	13%
COc1ccc(F)c(-c2nc(CN3CCN(S(N)(=O)=O)CC3)c(C)o2)c1	-6%
CCOc1cccc(CN(C)Cc2cn[nH]c2-c2ccc(F)cc2)c1O	111%[activator]
CNC(=O)CCn1ncc2cc(OCc3ccccc3-c3cccc(OC)c3F)ccc21	?
Cc1cc(-n2cccn2)ccc1CN(C)CC(C)N1CCOCC1 (stereo not drawn)	76%[activator]
O=C(CC1COCCN1)N1CCN(C(=O)c2ccco2)CC1 (stereo not drawn)	22%
COc1ccc([C@@H](NC(=O)c2ccc3ncsc3c2)C2CC(O)C2)cn1 (stereo partly drawn)	33%[activator]
COc1ccc(NC(=O)CSc2nncn2Cc2ccco2)cc1	2%
CC(C)NC(=O)c1cccc(NC(=O)CCCC(=O)O)c1	?
COc1ccc(C(C(=O)NC2CCCC2)n2c(C3CCN(C(C)=O)CC3)nc3ccccc32)cc1 (stereo not drawn)	-7%
COc1ccc(NC(=O)N[C@H]2[C@H](O)[C@@H](N3CCN(C)CC3)[C@@H]3OC[C@H]2O3)cc1	57%[176 µM]
O=c1c(-c2cccc(F)c2)nc2cncnc2n1C1CC1	0%
Cc1ccsc1CNCC1CCCO1 (stereo not drawn)	-21%
COCCNC(=O)CCn1ccc2cc(S(=O)(=O)N3CCCCCC3)ccc21	-19%
COC(=O)CC(NC1CCN(c2nc(C)c3cc4c(cc3n2)CCC4)CC1)C(=O)OC (stereo not drawn)	-26%
CN1CCCCC(CC(=O)Nc2ccc(N3CCOCC3)cc2)C1=O (stereo not drawn)	35%[activator]
COc1ccc(OCC(C)CN2CCC(C(O)(c3ccccc3)c3ccccc3)CC2)cc1 (stereo not drawn)	?
COC(=O)c1cc(CNC(=O)c2cnsn2)cc(NC(=O)c2ccccc2OC)c1	13%
Cc1ccc(-c2cc3c(=O)n(CCNC(=O)Cc4cccc(F)c4)ccn3n2)c(C)c1	8%
CC(C)c1ccc(CC(=O)N2CCCc3ncc(C(=O)N4CCCC[C@@H]4Cc4ccccc4)cc32)cc1	8%
CC(=O)N1CCCC(C(=O)N2CCC3(CC2)C(=O)N(C)c2ccccc23)C1 (stereo not drawn)	-3%
COC(=O)/C=C1\OCc2cccc(C)c21	0%
COc1ncccc1-c1nc(-c2c(C)noc2C)cc2c1cc(-c1ccccc1)n2C	8%[176 µM]
CC(C)(C)c1ccc2[nH]c(C(C)(C)C)c(C=O)c2c1	20%
O=C(O)c1cccnc1Sc1ccc(F)cc1	-4%
O=C1CO[C@H]2CN(Cc3ncc[nH]3)C[C@H]2N1Cc1ccccc1	131%[activator][176 µM]
O=C(Nc1ccc(F)c(Cl)c1)c1cc2n(n1)CC(c1ccc(Cl)cc1)OC2 (stereo not drawn)	?
Cc1cccc(C)c1-c1nc(C(=O)NCc2cccnc2)n2ccccc12	83%[activator]
Cc1cccc(N2C(=O)CC(c3c[nH]c4ccccc34)C2=O)c1 (stereo not drawn)	?
Cc1cc(C(=O)NCC2Cn3cccc3CN2Cc2ccccc2)n[nH]1 (stereo not drawn)	305%[activator]
CN(CC1CCOCC1)C(=O)CCCc1ccccc1	39%
Cc1ccc(NC(=O)N2CC(C)OC(C)C2)cc1[N+](=O)[O-] (stereo not drawn)	0%
CC(C)n1ncc2cc(C(=O)N3CCCCc4ccccc43)cnc21	?
The listing continues:
SMILES	ALOX12 inh
CCn1cc(CN2C[C@@H](COC)[C@H](c3nc(COC)no3)C2)cn1	4%
Cc1ccc2oc(=O)n(CCC(=O)NC3CCCN(c4ncccn4)C3)c2c1 (stereo not drawn)	45%[activator]
CS(=O)(=O)N1CCC2(CCCN(c3ccccn3)C2)CC1	-2%[57.4 µM]
O=C(Cc1c[nH]c2ncc(-c3ccsc3)cc12)N1CCOCC1	21%[176 µM]
CCN(CC)C(=O)CN1CCN(C(=O)c2cc(-c3ccc(OC)cc3)nc3ccccc23)CC1	-5%
COc1ccc(CC(=O)N2CC3CC(C2)[C@H]2CCCC(=O)N2C3)cc1Cl (stereo partly drawn)	6%
CS(=O)(=O)c1ccc(NCc2ccccc2F)c(S(C)(=O)=O)c1	?
CCCCc1nn(CC(=O)N2CCSCC2)c(=O)n1CCc1ccccc1	-5%
CCOC(=O)c1ccc(NC(=O)CSc2ncnc3c(-c4ccc(OC)cc4)c[nH]c23)cc1	?
Cc1cc(C)n(CC(=O)Nc2ccc(C(=O)NCc3ccco3)cc2)c(=O)c1C#N	6%
O=C(NCc1ccccc1F)c1ccc2c(c1)CN(C1CCC1)CCO2	26%
Cc1ccc(C)c(NC(=O)c2n[nH]c(=O)c3ccccc23)c1	11%
COC(=O)c1c(NC(=O)c2ccc(OC)cc2)c2cc(NC(C)CCn3cccn3)cnc2n1C (stereo not drawn)	12%
CCCNC(=O)CNC(=O)c1ccc2ccccc2n1	-7%
Cc1c(C(=O)N2CCOC(C)C2)cnn1-c1ccc(F)cc1 (stereo not drawn)	12%

Arranged by length of the SMILES (descending): part of the list above.
SMILES	ALOX12 inh
COc1ccc(NC(=O)N[C@H]2[C@H](O)[C@@H](N3CCN(C)CC3)[C@@H]3OC[C@H]2O3)cc1	57%[176 µM]
CC(C)c1ccc(CC(=O)N2CCCc3ncc(C(=O)N4CCCC[C@@H]4Cc4ccccc4)cc32)cc1	8%
COc1ccc(C(C(=O)NC2CCCC2)n2c(C3CCN(C(C)=O)CC3)nc3ccccc32)cc1 (stereo not drawn)	-7%
CCOC(=O)c1ccc(NC(=O)CSc2ncnc3c(-c4ccc(OC)cc4)c[nH]c23)cc1	?
COC(=O)CC(NC1CCN(c2nc(C)c3cc4c(cc3n2)CCC4)CC1)C(=O)OC (stereo not drawn)	-26%
O=C1CO[C@H]2CN(Cc3ncc[nH]3)C[C@H]2N1Cc1ccccc1	131%[activator][176 µM]
CS(=O)(=O)c1ccc(NCc2ccccc2F)c(S(C)(=O)=O)c1	?
O=C(NCC1CC1)c1nc2c(o1)CCN(CCc1ccccc1)CC2	7%[176 µM]
Cc1cc(-n2cccn2)ccc1CN(C)CC(C)N1CCOCC1 (stereo not drawn)	76%[activator]
COc1ccc(NC(=O)CSc2nncn2Cc2ccco2)cc1	2%
Cc1cc(C(=O)CSc2nc3ccccc3o2)c(C)n1C	?
CCn1nnc(NC(=O)c2cc3ccccc3cc2OC)n1	-19%
CN(CC1CCOCC1)C(=O)CCCc1ccccc1	39%
O=C(O)c1cccnc1Sc1ccc(F)cc1	-4%
Cc1ccsc1CNCC1CCCO1 (stereo not drawn)	-21%

(further entries)
SMILES	ALOX12 inh
O=C(Nc1cccc2cccnc12)c1cccc(S(=O)(=O)N2CCN(c3ccccc3)CC2)c1	-3%
CC(C)(O)CCc1ccc(C(=O)NCc2noc(-c3ccco3)n2)cc1	56%[activator]
Cc1cc(C)c(-c2csc(NC(=O)CN(C)CC(=O)Nc3cccc(C)c3C)n2)c(C)c1	-1%
COc1cccc(CN2CCCCCNC(=O)[C@@H]3CCC[C@@H]32)c1	181%[activator]
COCc1nc(C2CC(NC(=O)C(=O)c3ccco3)C2)cc(=O)[nH]1 (stereo not drawn)	28%
O=C(N/C(=C\c1cn(-c2ccccc2)nc1-c1ccc(Cl)cc1)C(=O)N1CCOCC1)c1ccccc1	-3%
CCN(CC)c1ccc(C2C(C(=O)Nc3ccccc3F)=C(C)NC3=C2C(=O)CCC3)cc1 (stereo not drawn)	-3%
Cc1cc(-n2c(C)cc(-c3csc(NC4CC4)n3)c2C)no1	?
CCCCN(CC)CCNC(=O)Cn1c(C)c(C(=O)OCC)c(C)c1-c1ccccc1	1%
Cc1ccc2oc(=O)cc(N3CCOCC3)c2c1	2%
COc1ccc(CNC(=O)C[C@@H]2C[C@H]3O[C@H](CNC(=O)NC(C)C)[C@@H](O)[C@H]3O2)cc1	-11%[176 µM]
Cc1ccc(OCC(O)Cn2nc(-c3cccs3)oc2=O)c(C)c1 (stereo not drawn)	-27%
C=CCN(Cc1ccccc1OCC)C(=O)CCn1cccc1	4%
COc1cccc(N2C(=O)NC(=NC3CCCC3)C23CCN([S+](=O)([O-])c2cccs2)C3)c1 (stereo not drawn)	4%[6.33 µM]
CS(=O)(=O)Nc1ccccc1CNC(=O)CC1CCCCC1	19%
Nc1nc2c(s1)CN(C(=O)C1CCC(=O)N(C3CCCC3)C1)CC2 (stereo not drawn)	26%
Nc1nccnc1C(=O)NCCNC(=O)c1ccc(Cl)c(Cl)c1	?
CCOc1nccnc1NC1CCN(C(=O)Cc2cccs2)CC1	19%
O=C(NCc1ccc(C(F)(F)F)cc1)c1nc2sccn2c1Br	2%
O=C1NCCN1C1CCN(Cc2cccnc2)CC1	1%[12.5 µM]
CCOC(=O)C1=C(C(=O)OCC)C2N(Cc3ccc(C#N)cc3)c3ccccc3[C@@]23C[C@@H](C(=O)OC)N(S(=O)(=O)c2ccccc2)C3=N1 (stereo partly drawn)	0%
Cn1ncc(N2CCCC(CC(=O)Nc3ccc(F)cc3F)C2)cc1=O (stereo not drawn)	25%
O=C(NCc1ccc(Cl)cc1)[C@@H]1Cc2nc[nH]c2CN1Cc1cc2ccccc2o1	26%[176 µM]
CCN(CC)CC[C@H]1CN(C(=O)C2CCC2)CC[C@H]1CC(=O)O	-3%[176 µM]
Cc1ccc([S+](=O)([O-])c2nnn3c2nc(NCc2ccncc2)c2ccccc23)cc1C	-4%[6.33 µM]
CC(=O)N1CCC(Oc2ccc(Cl)cc2C(=O)N(C)CCN2CCOCC2)CC1	-36%
CCc1ccc2[nH]c(C)c(CC(=O)O)c2c1	?
COc1ccc(C(=O)Nc2cc(C)c(O)c(-c3nc4ccccc4o3)c2)cc1	24%
CC(C)NC(=O)C[C@@H]1O[C@H](CNC(=O)c2ccccc2)[C@@H](O)[C@H]1O	?
CC(C)CCN1C(=O)CC[C@]2(C(=O)N3CCOCC3)CCCC[C@@H]12	13%
Cc1nnc(CN(C)Cc2ccccc2OCC(O)CN2CCSCC2)o1 (stereo not drawn)	93%[activator]
CCCS(=O)(=O)N1CCCCCCNC(=O)[C@@H]2CCC[C@@H]21	9%
CNC(=O)N1CCC(C2CCN(Cc3cccc(OC)c3OC)C2)CC1 (stereo not drawn)	64%[activator]
CC(C)(C)CC(=O)Nc1cccc(C(=O)O)c1	?
Cc1ccc2c(c1)C(c1ccc(F)cc1)N(C(=O)Cc1cccc3ccccc13)CC(=O)N2 (stereo not drawn)	?
CCOc1ccccc1NC(=O)/C=C/c1ccc2ccccc2n1	?
COc1cc(C)c(CN2CCN3C(=O)CNC(=O)C3C2)cc1C(C)C (stereo not drawn)	15%
COC(=O)c1sccc1S(=O)(=O)Nc1ccccc1OC(F)F	-18%

Assay outcomes from PubChem.
